Bioassay records from PubChem BioAssay.
CCT modulator = changes cytosolic chaperonin activity; purified chaperonin ATPase assay, HTRF ADP detection, 30 min; activity change, % (concentration not given with the values), hits read low; 360,000 compounds, 0.3% hits; in the data active means activity change below about -30%; further: on the % scale 0 is the no-effect control and ±100 the full control effect
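First, chaperonin was dispensed at 40 nM or 20 nM final depending on batch activity. Next, compounds were pinned at 76 uM and ATP added at 10 uM. After 30 min at 37 °C, ADP detection reagents ran 30 min at ambient temperature.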
Nrf2 activator = activates Nrf2 signaling. AREc32 ARE-luciferase reporter (MCF7-derived line), luminescence, 24 h. Potency, µM (doses to about 46.1 µM), without a hit: at the top dose activation, usual class: activators. 410,000 compounds, 0.31% hits; further: potency means the concentration at half of the fitted maximal effect; % of control where 0% means no effect; nearly all actives have a fitted effect of over 65% in size
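Luminescent ARE reporter assay in AREc32_Fluc cells: overnight plating at 37 deg C, 24 hr compound incubation, Steady-Glo added, 30 min RT before reading.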
Nrf2 block = inhibitors of Nrf2 signaling; Potency, µM (top dose mostly 46 µM), for the others: at the top dose activity change, negative = inhibition, most hits filed as inhibitors; A549 ARE-Fluc reporter, luciferase luminescence, 18-24 h; AID 504444; 360,000 compounds, 2.1% hits; further: potency means the concentration at half of the fitted maximal effect; on the % scale 0 is the no-effect control and ±100 the full control effect; nearly all actives have a fitted effect of over 60% in size
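Nrf2 activity is the BugLite luminescence, read 15 min after reagent at room temperature, following CellTiter-Fluor cytotoxicity readout (30 min, 37C). Compound titrations were applied for 18-24 h to 5000 A549 ARE_Fluc cells/well in 5% FBS OPTI-MEM.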
HepG2 tox = kills HepG2 cells in TGF-b inhibitor counter-screen | HepG2 CAGA-GFP viability, ATP luminescence, 18 h | Potency, µM (highest dose often 46.1 µM), for inactives: top-dose activity change, negative = cytotoxicity, actives largely listed as cytotoxic | 410,000 compounds, 0.76% hits | AID 588856; further: potency means the concentration at half of the fitted maximal effect; some results filed as inactive show a strong effect at the top dose
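HepG2 CAGA-GFP cells (1000/well, DMEM with 1% FBS) received compound, then TGF-beta at 500 pg/mL final, and were incubated 18 hours at 37 degrees C. Viability was read by CellTiter-Glo luminescence. Media-only wells were set as complete cell-killing and DMSO as no toxicity.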
A549 viability = kills or reduces viability of A549 cells in Nrf2 counter-screen | A549 ARE-Fluc cells, CellTiter-Fluor viability, 18-24 h | Potency, µM (series often up to 46 µM), for inactives: at the top dose activity change, negative = cytotoxicity, actives largely listed as inhibitors | 390,000 compounds, 0.16% hits; further: potency means the concentration at half of the fitted maximal effect; on the % scale 0 is the no-effect control and ±100 the full control effect
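A549 ARE_Fluc cells in 5% FBS OPTI-MEM were exposed to compounds in concentration-response for 18-24 h at 37 deg C. Viability was read by CellTiter-Fluor fluorescence (Ex 405/Em 525) after 30 min, before the luciferase read.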
pAkt inh = blocks phosphorylation of Akt; 360,000 compounds, 0.32% hits; activity change, % for hits at 50 µM; Neuro2A IGF-stimulated pAkt S473 HTRF, 20 min; active compounds read low; in the data active means activity change below about -80%; inconclusive means mostly about -51% to -80%; further: on the % scale 0 is the no-effect control and ±100 the full control effect
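Single-point screen (50 µM final compound) in Neuro2A cells stimulated 20 min with 6 nM IGF at 37 deg C. After lysis, Ser473-phosphorylated Akt read by HTRF (ex 330 nm, em 615/665 nm) as the 665/615 ratio.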
TGFb SMAD3 inh = TGF-b pathway inhibition | HepG2 CAGA-GFP TGF-b/SMAD3 reporter, GFP fluorescence, 18 h; TGF-beta stimulated, 500 pg/mL final | Potency, µM (titrated, usually from 46.1 µM), for inactives: at the highest dose activity, negative = inhibition, usual class: inhibitors | 410,000 compounds, 1.2% hits | AID 588855; further: potency means the concentration at half of the fitted maximal effect; on the % scale 0 is the no-effect control and ±100 the full control effect; nearly all actives have a fitted effect of over 65% in size
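HEPG2 CAGA-GFP cells (1000/well, DMEM with 1% FBS) were pre-incubated 2 h at 37 degrees C, given compound by pin tool, then stimulated with TGF-beta at 500 pg/mL final for 18 h before per-cell GFP fluorescence imaging.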
ATXN viability = cell viability loss in ATXN counter-screen; S2 cells (HEK-293 line with an ATXN2-luciferase reporter) viability, CellTiter-Fluor protease fluorescence, 24 h; AID 651635; 400,000 compounds, 0.49% hits; Potency, µM (doses to about 56.7 µM), usual class: cytotoxic; further: potency means the concentration at half of the fitted maximal effect; nearly all actives have a fitted effect of over 40% in size
MmCpn inh = inhibitors of Methanococcus maripaludis chaperonin (MmCpn) | Potency, µM (titrated, usually from 76.9 µM), without a hit: top-dose activity, negative = inhibition, usual class: inhibitors | 330,000 compounds, 0.031% hits | AID 504842 | purified Mm-Cpn ATPase, ADP Transcreener TR-FRET; further: potency means the concentration at half of the fitted maximal effect; on the % scale 0 is the no-effect control and ±100 the full control effect; nearly all actives have a fitted effect of over 80% in size
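Reaction buffer contained 30 mM Tris pH 7.4, 100 mM KCl, 5 mM MgCl2 and 1 mM DTT. Mm-CPN (25 nM final) hydrolysed 10 uM ATP over 30 min at 37°C; ADP was read by HTRF.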
The depositor's hits bear a star; i = inactive; ? = inconclusive; . = not tested or not shown; [ ] = dose if it differs, or a comment. Unless noted, the call rests on the fitted dose curve; in most records, active means well fitted curve in the direction sought with a large enough effect; inconclusive means small, poorly fitted or top-dose-only effect, or another doubt; inactive means no such curve, though single readings can be large; an effect the other way counts as inactive or inconclusive. Outcome played no part in choosing rows. About 4.4% of those tested had a hit in this group.

Second line of a record – CCT modulator, Nrf2 activator, Nrf2 block, HepG2 tox, A549 viability, pAkt inh, TGFb SMAD3 inh, ATXN viability, MmCpn inh
- COc1cccc(NC(=O)NCc2ccc3c(c2)CCN3C(=O)c2ccccc2)c1
    ., 3.7%, ., -32.1%, -2.0%, ., ?, i, .
- C[C@H](CCCC/C=C/C(=O)O)O[C@@H]1O[C@@H](C)[C@H](O)C[C@H]1O
    -0.1, 0.9%, -3.3%, 3.8%, -4.8%, i, 21.1%, i, 2.4%
- COC(=O)Cc1csc(Nc2ccccc2)n1
    -0.5, 1.5%, 3.5%, -4.8%, 1.1%, i, 5.6%, i, -0.5%
- Cc1ccc(CC(=O)N2CCN(c3ccc([N+](=O)[O-])cc3)CC2)cc1
    -0.1, 2.1%, 20.6µM*, -17.1%, ?, i, -9.3%, i, -1.6%
- CCOC(=O)CN(Cc1ccccc1)C(C(=O)NC1CCCCC1)c1ccc(OC)cc1 (stereo unspecified)
    ., 0.3%, -19.5%[9.27 µM], -2.1%, -0.3%, ., -10.8%, i, .
- COc1ccccc1N1CCN(C2CCCN(C(=O)C3=NN(C)C(=O)CC3)C2)CC1 (stereo unspecified)
    0.4, 0.6%, -5.3%, -6.6%, -1.0%, i, -4.7%, i, -0.7%
- CC(C)N(NC(=O)c1cccc2ccccc12)C(C)C
    -1.7, 0.2%, 15.7%, -8.7%, 11.8%, i, 6.7%, i, 1.4%
- CN(C)c1ccc(C=NCC2(O)CCOC(C)(C)C2)cc1 (stereo unspecified)
    -0.9, -0.6%, 3.6%, -1.0%, -5.0%, i, -12.7%, i, 0.7%
- CCCCOC(=O)c1ccc(NC(=O)c2c(OC)cccc2OC)cc1
    -2.3, -0.6%, -4.5%, -7.7%, 0.0%, i, -19.6%, i, -4.0%
- NS(=O)(=O)c1ccc(CCNC(=O)c2ccccc2OCc2ccc(F)cc2)cc1
    -0.2, -0.5%, ?, -6.6%, 1.9%, i, -3.0%, i, 1.8%
- CCN(CC)S(=O)(=O)c1cc(OC)c(Cl)cc1OC
    -0.8, 0.1%, 0.2%, -2.5%, 1.2%, i, 10.1%, ?, 2.9%
- O=C(CCc1ccc(S(=O)(=O)NC2CCCCC2)cc1)Nc1ccccc1
    1.9, 0.5%, -25.0%, 5.7%, 1.1%, i, 4.3%, ?, -0.1%
- O=C(c1cnc(-c2ccccc2)s1)c1ccc(Cl)cc1Cl
    -0.9, ?, -14.1%, -1.7%, -10.8%, i, -11.9%, i, -12.9%
- CC(=O)Nc1ccc(NC(=O)CSc2nnnn2-c2ccccc2F)cc1
    1.4, 2.9%, 4.4%, -2.6%, -4.6%, i, 9.0%, i, -4.4%
- Cc1cccc(NC(=O)c2cc(-c3c(C)cc(C)cc3O)n[nH]2)c1
    -3.3, 2.1%, 1.7%, -1.1%, -3.7%, i, -1.8%, i, 1.5%
- CC(C)N1C(=O)C2C(C(=O)NC3CCCCC3)C3C=CC2(O3)C1C(=O)NC1CCCCC1 (stereo unspecified)
    -0.8, 0.1%, 13.4%, -17.9%, 1.2%, i, 10.0%, i, 0.2%
- C=CCOc1nc2c(c(=O)n(C)c(=O)n2C)n1Cc1ccccc1Cl
    0.2, 0.1%, ?, 3.5%, -2.7%, i, -6.6%, i, 0.5%
- CC1(C)CC2(CCO1)OC(=O)CC2C(=O)NCc1ccccc1 (stereo unspecified)
    -0.5, -1.0%, -22.3%, 5.6%, -0.5%, i, 9.3%, i, 1.5%
- COc1ccc(-c2nnc(SCC(C)C)o2)cc1
    -2.4, 0.2%, ?, 0.6%, -3.4%, i, 5.4%, i, 3.2%
- Cc1ccc(C(=O)N/C(=C\c2cccs2)C(=O)NCCc2c[nH]c3ccccc23)cc1
    -1.2, 0.9%, ?, -2.6%, -5.6%, i, ?, i, 3.9%

Grouped by structure: the entries above containing a Cl atom
Second line of a record – CCT modulator, Nrf2 activator, Nrf2 block, HepG2 tox, A549 viability, pAkt inh, TGFb SMAD3 inh, ATXN viability, MmCpn inh
- CCN(CC)S(=O)(=O)c1cc(OC)c(Cl)cc1OC
    -0.8, 0.1%, 0.2%, -2.5%, 1.2%, i, 10.1%, ?, 2.9%
- O=C(c1cnc(-c2ccccc2)s1)c1ccc(Cl)cc1Cl
    -0.9, ?, -14.1%, -1.7%, -10.8%, i, -11.9%, i, -12.9%
- C=CCOc1nc2c(c(=O)n(C)c(=O)n2C)n1Cc1ccccc1Cl
    0.2, 0.1%, ?, 3.5%, -2.7%, i, -6.6%, i, 0.5%

Some entries already given, limited to Nrf2 block, CCT modulator and MmCpn inh.
smiles	Nrf2 block	CCT modulator	MmCpn inh
O=C(CCc1ccc(S(=O)(=O)NC2CCCCC2)cc1)Nc1ccccc1	-25.0%	1.9	-0.1%
O=C(c1cnc(-c2ccccc2)s1)c1ccc(Cl)cc1Cl	-14.1%	-0.9	-12.9%
Cc1ccc(C(=O)N/C(=C\c2cccs2)C(=O)NCCc2c[nH]c3ccccc23)cc1	?	-1.2	3.9%
CCN(CC)S(=O)(=O)c1cc(OC)c(Cl)cc1OC	0.2%	-0.8	2.9%
CN(C)c1ccc(C=NCC2(O)CCOC(C)(C)C2)cc1 (stereo unspecified)	3.6%	-0.9	0.7%
CC1(C)CC2(CCO1)OC(=O)CC2C(=O)NCc1ccccc1 (stereo unspecified)	-22.3%	-0.5	1.5%
COc1ccc(-c2nnc(SCC(C)C)o2)cc1	?	-2.4	3.2%

The listing picks up, starting 2 compounds before the break.
Second line of a record – CCT modulator, Nrf2 activator, Nrf2 block, HepG2 tox, A549 viability, pAkt inh, TGFb SMAD3 inh, ATXN viability, MmCpn inh
- COc1ccc(-c2nnc(SCC(C)C)o2)cc1
    -2.4, 0.2%, ?, 0.6%, -3.4%, i, 5.4%, i, 3.2%
- Cc1ccc(C(=O)N/C(=C\c2cccs2)C(=O)NCCc2c[nH]c3ccccc23)cc1
    -1.2, 0.9%, ?, -2.6%, -5.6%, i, ?, i, 3.9%
- CCN(CC)Cc1c(C(=O)OC)nnn1-c1nonc1N
    -1.6, 4.3%, 8.0%, -31.0%, -2.6%, i, 0.0%, i, 3.0%
- Cc1ccc(C(=O)NC2CC(C)(C)NC(C)(C)C2)cc1
    -3.1, 0.3%, 14.2%, 0.8%, 0.0%, i, -4.6%, i, -1.4%
- CCCSC1=NC2(CCN(C(=O)NC3CCCCC3)CC2)N=C1c1ccccc1
    ., -0.3%, 6.4%, 1.6%, -0.8%, ., -14.7%, i, .
- Cc1cc(C)n2cc(CSc3nnc(-c4ccccc4)o3)nc2n1
    1.3, 4.9%, -7.3%, -18.5%, 0.2%, i, 11.8%, i, -0.3%
- Cc1c(C(=O)N/N=C/c2ccncc2)no[n+]1[O-]
    1.6, -0.1%, 11.4%, -4.7%, -5.8%, i, -0.1%, i, -1.5%
- CCC(c1nnnn1C(C)(C)CC)N(CCCO)Cc1cc2cc(C)cc(C)c2[nH]c1=O (stereo unspecified)
    -0.2, -0.6%, ., 17.9%, -8.7%, i, 6.0%, i, -0.5%
- COc1ccc2[nH]c(C)c(-c3csc(N)n3)c2c1
    -0.1, 2.1%, 12.7%, -19.1%, -4.0%, i, -1.5%, i, -3.8%
- O=C(COC(=O)C1CC1)Nc1c(Cl)cccc1C(F)(F)F
    0.2, 0.1%, -2.6%, 16.7%, -5.7%, i, -1.4%, i, -0.7%
